rTrxR1 inhibitor: qHTS Assay for Inhibitors of Mammalian Selenoprotein Thioredoxin Reductase 1 (TrxR1): qHTS; Thioredoxin reductase 1, cytoplasmic (Rattus norvegicus), O89049; recombinant rTrxR1, NADPH fluorescence consumption, selenite substrate; Potency, µM (highest dose often 114 µM), without a hit: at the highest dose activity change, negative = inhibition, usual class: inhibitors; 390,000 tested, 1% active; AID 588453, 2011; also: potency is read from the fitted curve at half-maximal effect; % is scaled to controls: 0 for no effect and ±100 for the full control effect; nearly all actives have a fitted effect of over 65% in size
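Rat TrxR1 (90 nM in the dispensed reagent) was pre-reduced with 400 uM NADPH for 5 min at room temperature, then incubated with compound for 15 min. After 400 uM selenite was added, NADPH fluorescence (Ex 340/Em 450 nm) was followed for 8 min.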
PGK inhibitor: qHTS Assay to Find Inhibitors of Phosphoglycerate Kinase | Phosphoglycerate kinase, glycosomal (Trypanosoma brucei brucei), P07378 | PGK/GAPDH coupled, Kinase-Glo luminescence, 60 min | Potency, µM (doses to about 57.5 µM), for inactives: at the highest dose activity change, negative = inhibition, most hits filed as inhibitors | 380,000 tested, 0.043% active | AID 602233, 2012; also: potency is read from the fitted curve at half-maximal effect; % is scaled to controls: 0 for no effect and ±100 for the full control effect; nearly all actives have a fitted effect of over 60% in size
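Recombinant glycosomal PGK reaction used 1,3-bisphosphoglycerate generated in-well by GAPDH (100nM final) in 100mM TEA pH 7.6, 5mM MgCl2, 0.01% Tween-20. After 60 minutes at room temperature, ATP was read by Kinase-Glo Plus luminescence end-point.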
GLS inhibitor: qHTS for Inhibitors of Glutaminase (GLS) | GLS enzymatic activity, qHTS titration | Potency, µM (titrated, usually from 45.5 µM), for inactives: at the top dose activity change, negative = inhibition, actives largely listed as inhibitors | Glutaminase kidney isoform, mitochondrial (Homo sapiens), O94925 | 410,000 tested, 0.21% active | AID 624170, 2012; also: potency is read from the fitted curve at half-maximal effect; % is scaled to controls: 0 for no effect and ±100 for the full control effect
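hKGA; 45 mM KH2PO4 pH 8.2 + 0.02% Tween-20; cpd via pin tool; 1 mM Gln soln; GluOx/HRP/Amplex Red; RT 30 min; fluor. t0 & final.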
Pin1 inhibitor: qHTS Assay to Find Inhibitors of Pin1. Pin1 FP peptide displacement, HiFluor488, 10 min. Potency, µM (top dose mostly 115 µM), without a hit: at the highest dose activity, negative = inhibition, most hits filed as inhibitors. 390,000 tested, 0.009% active. AID 504891, 2011; active = well fitted inhibition curve with a large enough effect in the polarisation, with a control signal flat, not every such curve was filed as active; inconclusive = small, poorly fitted or top-dose-only effect, or effect the other way, or a change in a side signal; inactive = no such curve, though single readings can be large or run the other way; the % refers to the polarisation; also: potency is read from the fitted curve at half-maximal effect; % is scaled to controls: 0 for no effect and ±100 for the full control effect
USP1-UAF1 inh: Inhibitors of USP1/UAF1: Primary Screen. Ubiquitin carboxyl-terminal hydrolase 1 (Homo sapiens), O94782. recombinant USP1/UAF1, Ub-Rhodamine cleavage fluorescence. Potency, µM (titrated, usually from 57.1 µM), without a hit: top-dose activity change, negative = inhibition, usual class: inhibitors. 390,000 tested, 0.23% active. AID 743255, 2014; also: potency is read from the fitted curve at half-maximal effect; % is scaled to controls: 0 for no effect and ±100 for the full control effect; nearly all actives have a fitted effect of over 60% in size; inactives centre near -12
Target sequence (O94782 whole entry, looked up): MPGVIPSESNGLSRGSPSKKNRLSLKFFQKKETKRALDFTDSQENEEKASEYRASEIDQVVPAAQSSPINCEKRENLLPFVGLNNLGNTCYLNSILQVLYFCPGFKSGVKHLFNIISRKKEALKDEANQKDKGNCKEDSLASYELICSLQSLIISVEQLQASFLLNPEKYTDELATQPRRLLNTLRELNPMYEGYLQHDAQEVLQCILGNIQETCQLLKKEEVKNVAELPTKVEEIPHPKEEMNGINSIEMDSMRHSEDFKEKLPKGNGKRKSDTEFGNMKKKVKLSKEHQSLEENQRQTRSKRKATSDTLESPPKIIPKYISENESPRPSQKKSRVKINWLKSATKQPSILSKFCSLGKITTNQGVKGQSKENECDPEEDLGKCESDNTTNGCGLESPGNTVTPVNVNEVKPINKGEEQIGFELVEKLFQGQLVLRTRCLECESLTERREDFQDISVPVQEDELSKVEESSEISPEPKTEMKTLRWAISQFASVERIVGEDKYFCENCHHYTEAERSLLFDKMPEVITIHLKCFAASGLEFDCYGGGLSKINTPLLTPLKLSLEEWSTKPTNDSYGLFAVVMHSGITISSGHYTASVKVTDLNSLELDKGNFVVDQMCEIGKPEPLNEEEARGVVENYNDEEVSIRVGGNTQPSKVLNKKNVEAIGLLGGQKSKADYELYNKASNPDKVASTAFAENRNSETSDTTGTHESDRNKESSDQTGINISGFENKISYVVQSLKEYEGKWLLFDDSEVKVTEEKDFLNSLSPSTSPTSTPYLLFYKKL
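USP1/UAF1 complex (1 nM) preincubated 15 min at room temperature with compound, then Ub-Rho substrate (150 nM final) added. Kinetic fluorescence at 480/540 nm over 6 reads at 60 s intervals; 50 mM HEPES pH 7.8, 0.5 mM EDTA, 0.1 mg/ml BSA, 1 mM TCEP, 0.01% Tween-20.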
PI4K2A block: qHTS for small molecular inhibitors of PI4K2A; Phosphatidylinositol 4-kinase type 2-alpha (Homo sapiens), Q9BTU6; purified PI4K2A, ADP-Glo luminescence, 1 h; hits give low values; activity change, negative = inhibition, % at 76.9 µM; 420,000 tested, 0.13% active; AID 1346378, 2018; in the data active = activity change below about -50%; inconclusive = mostly about -30% to -49%;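 also: -100% = wells without enzyme as full effect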
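ADP-Glo luminescence measured ADP generated by PI4K2A enzyme (4 ug/mL before mixing) with 1.2 mM PI substrate (pre-mix) and 300 microM ATP (pre-mix). Tris pH7.5 buffer with MgCl2, Triton X-100; 1 h reaction at ambient temperature.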
TrxR1 substrate: qHTS Assay for Substrates of Mammalian Selenoprotein Thioredoxin Reductase 1 (TrxR1): qHTS; 390,000 tested, 0.01% active; Potency, µM (series often up to 114 µM), inactives show at the top dose activity change, negative = substrate turnover; AID 588456, 2011; purified TrxR1 substrate turnover, NADPH consumption readout; Thioredoxin reductase 1, cytoplasmic (Rattus norvegicus), O89049; also: potency is read from the fitted curve at half-maximal effect; % is scaled to controls: 0 for no effect and ±100 for the full control effect; nearly all actives have a fitted effect of over 50% in size
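Rat TrxR1, dispensed at 90 nM, was prereduced with 400 uM NADPH (final) for 5 min at ~22 deg C, then incubated with compound 15 min before 400 uM selenite. A first-read NADPH fluorescence drop versus no-compound background flagged substrates.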
HP1b binding inh: HTS for Inhibitors of HP1-beta Chromodomain Interactions with Methylated Histone Tails; AID 540317, 2011; Chromobox protein homolog 1 (Homo sapiens), P83916; 390,000 tested, 0.56% active; Potency, µM (titrated, usually from 114 µM), without a hit: top-dose activity change, negative = inhibition, most hits filed as inhibitors; AlphaScreen HP1-beta / biotin-H3K9me3 peptide binding; also: potency is read from the fitted curve at half-maximal effect; nearly all actives have a fitted effect of over 70% in size; inactives centre near 23
Target sequence (P83916 whole entry, looked up): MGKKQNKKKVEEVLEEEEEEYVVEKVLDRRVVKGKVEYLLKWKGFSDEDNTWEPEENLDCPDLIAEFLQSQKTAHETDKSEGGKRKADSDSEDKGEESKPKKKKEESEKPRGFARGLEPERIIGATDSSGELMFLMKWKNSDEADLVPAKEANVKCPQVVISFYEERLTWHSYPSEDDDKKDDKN
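HP1-beta protein (50 nM final) preincubated 30 min at room temperature with biotinylated H3(1-18)K9me3 peptide (50 nM) in PBS pH 7.4, 0.01% Tween-20, then compound added for 30 min. AlphaScreen streptavidin donor/nickel chelate acceptor beads (10 ug/mL final), 30 min dark, luminescence read.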
IDH1 R132H inh: qHTS for Inhibitors of mutant isocitrate dehydrogenase 1 (IDH1): qHTS; Isocitrate dehydrogenase [NADP] cytoplasmic (Homo sapiens), O75874; IDH1-R132H enzyme, NADPH consumption, diaphorase/resazurin fluorescence; Potency, µM (series often up to 76.6 µM), inactives show top-dose activity change, negative = inhibition, hits mostly inhibitors; 390,000 tested, 0.093% active; also: potency is read from the fitted curve at half-maximal effect; % is scaled to controls: 0 for no effect and ±100 for the full control effect; nearly all actives have a fitted effect of over 65% in size
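IDH1-R132H (0.5 ug/mL dispensed) in pH 7.5 Tris buffer was preincubated 30 min with compound, then given a substrate mix of 0.016 mM NADPH and 2 mM alpha-KG for 80 min at room temperature; remaining NADPH was read by diaphorase/resazurin fluorescence.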
An asterisk follows results filed as active; i = inactive; u = inconclusive; x = not tested or not shown; [ ] = remark or other dose. Unless noted, calls follow the shape of the dose curve; as a rule, active = well fitted curve in the direction sought with a large enough effect; inconclusive = small, poorly fitted or top-dose-only effect, or another doubt; inactive = no such curve, though single readings can be large; an effect the other way counts as inactive or inconclusive. Not all compounds are listed; rates above refer to the full screens.

rTrxR1 inhibitor	PGK inhibitor	GLS inhibitor	Pin1 inhibitor	USP1-UAF1 inh	PI4K2A block	TrxR1 substrate	HP1b binding inh	IDH1 R132H inh	molecule
18.2%	-6.4%	-1.5%	-6.9%	-20.3%	-2.2	3.2%	30.4%	18.6%	COC(=O)[C@H](CC(C)C)NC(=O)N1CCCCC1
14.0%	9.5%	5.8%	7.8%	-20.5%	-0.6	10.1%	13.8%	-0.2%	CCc1nn(CC(=O)NCCC2=CCCCC2)c(=O)c2cc3cc(F)ccc3n12
-13.8%	8.8%	13.2%	-0.4%	4.6%	-0.9	-12.7%	17.6%	-2.6%	COc1ccc(C(=O)Nc2ccnn2C2CCN(C(=O)c3cccnc3)CC2)cc1
15.8%	-8.3%	-11.0%	-2.1%	-18.5%	9.3	-1.8%	68.9%[activator]	0.0%	Cc1cc(Cl)c2oc(C(=O)NCC(C)(C)N3CCOCC3)c(C)c2c1
-10.5%	-1.0%	-1.5%	-3.9%	-29.3%	-3.1	90.9%[activator]	26.5%	-7.2%	CCCc1cc(=O)oc2cc(C)cc(OCC(=O)NCCCN3CCOCC3)c12
27.4%[57.1 µM]	-5.0%	-3.5%	-3.0%	-8.2%	-4.9	42.0%[activator][57.1 µM]	0.5%	3.0%	COc1ccc2c(c1)CCc1cnc(N)nc1-2
-2.8%[57.1 µM]	i	-4.3%	-5.5%	-7.0%	0.1	-5.7%[57.1 µM]	8.3%	-3.3%	CCN(C(=O)C1=COCCO1)c1nc2c(C)cccc2s1
-9.1%	-5.7%	6.7%	u	-2.2%	-2.9	-22.8%	18.4%	8.9%	Cc1cc(C)cc(NC(=O)Cc2ccc(S(=O)(=O)N3CCCC3)s2)c1
1.2%	-4.4%	0.5%	-11.7%	-20.2%	3.8	5.6%	-7.4%	0.0%	O=C(NCc1cn2ccccc2n1)c1ccc2c(c1)OCO2
3.9%	1.4%	-2.2%	16.7%	-11.9%	-8.0	-1.4%	16.2%	0.0%	NC(=O)c1ccc(NC(=O)COC(=O)c2cc(S(=O)(=O)N3CCOCC3)ccc2N2CCCCC2)cc1
-6.0%	-0.5%	7.9%	-2.2%	1.3%	1.5	-9.0%	10.9%	-1.7%	CN(C(=O)C1CCCC1)C1CCS(=O)(=O)C1 (configuration not stated)
8.7%	-2.8%	-9.2%	1.5%	-17.4%	7.7	3.4%	36.8%[activator]	-8.8%	COc1ccc(NC(=O)CN2CCN(CC(=O)Nc3ccccc3OC)CC2)c(OC)c1
9.2%	-10.3%	-0.2%	-2.2%	-9.1%	0.8	5.8%	14.1%	-0.2%	COc1ccc(NC(=O)Nc2c(C)n(C)n(-c3ccccc3)c2=O)cc1OC
-1.1%	0.0%	1.4%	-14.9%	-12.7%	2.6	-8.7%	3.2%	2.0%	COC(=O)c1ccc(N2CCN(S(=O)(=O)c3ccccc3)CC2)c([N+](=O)[O-])c1
-10.8%	-0.1%	4.0%	19.4%	-9.4%	-1.6	-7.8%	22.3%	-0.7%	CCc1nnc(NC(=O)c2ccc(Cl)c(S(=O)(=O)N3CCc4ccccc43)c2)s1
1.8%	-1.0%	7.6%	3.4%	0.3%	-2.5	-1.9%	13.8%	0.3%	Cc1ccc(NS(=O)(=O)c2cccc(C(=O)N3CCCCCCC3)c2)cc1
12.1%[57.1 µM]	-3.4%	9.3%	u	-23.4%	-4.9	9.7%[57.1 µM]	u	12.7%	O=C(O)c1ccc2cccnc2n1
13.8%	-5.1%	50.2%[activator]	-7.3%	-21.8%	-9.1	-4.3%	3.9%	12.1%	COc1ccc(O)c(/C=N/N2CCCCC2)c1
12.0%	3.1%	-7.3%	u	-12.1%	-3.1	1.3%	22.0%	5.6%	COc1ccc(-n2c(Cc3cccs3)nnc2SCC(=O)Nc2ccc3c(c2)OCCO3)cc1
-3.2%	-8.4%	-13.3%	-11.5%	-14.2%	9.2	-6.3%	31.1%[activator]	1.4%	CC(CC(=O)Nc1nncs1)c1ccccc1 (configuration not stated)
-8.2%	-5.8%	6.7%	3.1%	3.8%	-8.1	4.0%[57.1 µM]	6.6%	1.3%	Nc1nnnn1/N=C/c1ccccn1
-0.8%	-5.7%	-14.3%	38.3%[activator]	-23.6%	0.3	-8.1%	36.9%	0.0%	COc1ccccc1Oc1ccc(N/C=C/C(=O)C(C)(C)C)cc1
1.2%	-4.5%	4.6%	-0.3%	-13.6%	8.3	-3.1%	18.1%	0.8%	O=C(NC1CC2CCCC(C1)N2CC(=O)N1CCCc2ccccc21)C1CCCCC1 (configuration not stated)
9.6%	-6.3%	x	21.5%	-24.4%	-6.1	0.0%	-4.3%	8.0%	Cc1cc(C(=O)CN(Cc2ccc(F)cc2)S(=O)(=O)c2ccc3c(c2)OCCO3)c(C)n1C
28.4%	-4.0%	-2.4%	-1.1%	u	0.0	8.1%	57.2%[activator]	9.0%	Cc1ccc(C)c(Cn2c(=O)n(Cc3ccccc3)c(=O)c3c2c2cc(C)ccc2n3C)c1
4.2%	5.6%	11.2%	-0.1%	-3.7%	0.7	-1.9%	-12.3%	0.9%	COc1ccccc1/C=C/CN1CCC(Oc2ccc(C(=O)N3CCCCC3)cc2)CC1
11.2%[57.1 µM]	i	-18.2%	-1.1%	-5.8%	0.2	-14.5%	36.5%	5.2%	O=C(Nc1ccc(S(=O)(=O)C(F)F)cc1)c1cccc(S(=O)(=O)N2CCOCC2)c1
6.4%[57.1 µM]	3.1%	2.2%	0.4%	-3.3%	-3.8	6.6%[57.1 µM]	25.3%	9.2%	COc1ccc(C(=O)Nc2cccc3nc(C)ccc23)c(OC)c1
29.4%	-2.6%	-8.3%	-10.9%	-0.9%	-1.1	2.3%	u	8.7%	COc1cc(C)ccc1Oc1nc(-c2ccccc2O)nc2ccccc12
1.9%	i	-2.1%	-1.0%	-21.4%	-2.7	0.2%	29.1%	17.2%	Fc1cccc(-c2csc(-c3ccno3)n2)c1
11.6%	x	3.4%	-2.3%	-18.9%	-4.5	0.5%	29.4%	x	CCSc1ncc(Cl)c(C(=O)Nc2c(C(=O)Nc3ccc(Cl)cc3)oc3ccccc23)n1
-11.6%	-2.7%	21.0%	-1.7%	-21.4%	11.5	-6.6%	24.4%	-3.7%	Cc1onc(-c2ccccc2)c1C(=O)NC(=S)NNC(=O)c1ccco1
21.9%	i	1.2%	9.0%	-27.4%	5.7	1.3%	26.6%	3.8%	COc1ccc(N(C(=O)COc2ccc(Br)cc2)S(=O)(=O)c2ccc(C)cc2)cc1
8.91µM*	7.5%	25.1%	-3.5%	-7.0%	-6.7	-3.0%	u	18.1%	O=c1cc(CO)oc(C(Nc2ccccn2)c2ccc(F)cc2)c1O (configuration not stated)
25.9%	i	-5.9%	-0.1%	-16.7%	-4.1	6.3%	4.4%	4.3%	CCOc1ccc(NC(=S)NCc2nc3ccccc3[nH]2)cc1
x	-5.9%	-4.3%	x	-17.8%	0.7	x	x	15.1%	CC(=O)C1=C(O)C(=Cc2ccccc2)OC1=O
-34.8%	-0.4%	-8.6%	-3.5%	-5.6%	-5.7	-8.5%	44.1%	0.2%	CCCC(c1nnnn1CCc1ccccc1)N1CCN(C(=O)c2ccco2)CC1 (configuration not stated)
37.3%[activator]	-5.5%	-6.7%	26.8%	-13.1%	-1.8	16.8%	22.6%	4.4%	COc1ccc(S(=O)(=O)N2CCC(c3cc(-c4cccc5ccccc45)n[nH]3)CC2)cc1

Screening data deposited in PubChem BioAssay by National Center for Advancing Translational Sciences (NCATS).
